PrPC TRFRET = inhibitors of human cell surface prion protein PrPC, primary screen, cell-based, TR-FRET; Major prion protein (Homo sapiens), P04156; inhibition, % at 13.8 µM; actives 0.43% (n = 370,000); TR-FRET read-out; AID 720596, 2013; in the data active = inhibition above about 24%; note: 0% = median of the test wells and 100% = reference compound wells
Mtb FBA inh = Mtb FBA enzyme inhibitors, primary screen, biochemical, fluorescence, strain H37Rv; actives 2.3% (n = 360,000); Fructose-bisphosphate aldolase (Mycobacterium tuberculosis (strain ATCC 25618 / H37Rv)), …; purified M. tuberculosis FBA, fluorescence read-out; inhibition, % at 1 µM; in the data active = inhibition above about 27%;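 note: 0% = vehicle and 100% = reference inhibitor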
Target sequence (P9WQA3 whole entry, looked up): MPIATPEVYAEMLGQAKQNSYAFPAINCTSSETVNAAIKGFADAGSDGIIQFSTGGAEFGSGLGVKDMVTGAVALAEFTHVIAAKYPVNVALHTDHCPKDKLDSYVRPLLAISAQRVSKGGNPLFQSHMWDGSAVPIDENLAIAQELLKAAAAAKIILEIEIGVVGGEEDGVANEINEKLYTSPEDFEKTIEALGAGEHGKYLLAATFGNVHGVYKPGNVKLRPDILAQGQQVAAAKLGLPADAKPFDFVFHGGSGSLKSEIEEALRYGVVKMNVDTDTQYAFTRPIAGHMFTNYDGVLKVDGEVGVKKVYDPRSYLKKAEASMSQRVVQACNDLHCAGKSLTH
GDH-TPI inh = GDH-TPI coupling enzyme inhibitors, primary screen, artefact control for M. tuberculosis FBA inhibitor project, biochemical, absorbance, full deck | GDH-TPI coupled enzyme counterscreen, NADH absorbance | inhibition, % at 4.8 µM | actives 1.2% (n = 360,000) | AID 588335, 2011;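 note: 0% = DMSO wells and 100% = wells lacking the enzyme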
BioA inh = M. tuberculosis BioA enzyme inhibitors, primary screen, biochemical, plate reader, single point, HTS. AID 602481, 2012. 7,8-diaminopelargonic acid synthase BioA (Mycobacterium tuberculosis). inhibition, % at 9.99 µM. actives 0.096% (n = 360,000). purified M. tuberculosis BioA enzyme; in the data active = inhibition above about 40%; inconclusive = no clear call, values can overlap the other calls
BoNT A protease = BoNT/A light chain protease inhibitors, primary screen, biochemical, flow cytometry, MLPCN library. multiplex microsphere protease substrate cleavage. inhibition, % at 10 µM. actives 0.17% (n = 360,000). AID 588499, 2011; in the data active = inhibition above about 30%; inconclusive = no clear call, values can overlap the other calls; note: plate controls were buffer without enzyme for full effect and enzyme alone for no effect
CCHFV vOTU inh = CCHFV vOTU protease inhibitors, primary screen, biochemical, Pep-AMC substrate, fluorescence | inhibition, % at 11.5 µM | actives 0.55% (n = 370,000) | Crimean-Congo hemorrhagic fever virus L polyprotein viral ovarian tumor (vOTU) protease … | AID 651958, 2012; note: 0% = vehicle wells with enzyme and 100% = no enzyme wells
FadD28 binding = inhibitors of FadD28 bisubstrate probe binding, primary screen, biochemical, fluorescence polarization, single point | Mycobacterium tuberculosis FadD28 fatty-acid-AMP ligase | inhibition, % at 12.5 µM | actives 0.22% (n = 360,000); in the data active = inhibition above about 8.5%, passing the limit was not always enough; inconclusive = no clear call, values can overlap the other calls
UGM FP inh = M. tuberculosis UGM enzyme inhibitors, primary screen, biochemical, fluorescence polarization, single point; UDP-galactopyranose mutase (Mycobacterium tuberculosis (strain ATCC 25618 / H37Rv)), …; purified UGM, fluorescence polarization probe displacement; inhibition, % at 10 µM; actives 0.06% (n = 320,000); AID 504406, 2011; in the data active = inhibition above about 10%, passing the limit was not always enough; inconclusive = no clear call, values can overlap the other calls
Target sequence (P9WIQ1 whole entry, looked up): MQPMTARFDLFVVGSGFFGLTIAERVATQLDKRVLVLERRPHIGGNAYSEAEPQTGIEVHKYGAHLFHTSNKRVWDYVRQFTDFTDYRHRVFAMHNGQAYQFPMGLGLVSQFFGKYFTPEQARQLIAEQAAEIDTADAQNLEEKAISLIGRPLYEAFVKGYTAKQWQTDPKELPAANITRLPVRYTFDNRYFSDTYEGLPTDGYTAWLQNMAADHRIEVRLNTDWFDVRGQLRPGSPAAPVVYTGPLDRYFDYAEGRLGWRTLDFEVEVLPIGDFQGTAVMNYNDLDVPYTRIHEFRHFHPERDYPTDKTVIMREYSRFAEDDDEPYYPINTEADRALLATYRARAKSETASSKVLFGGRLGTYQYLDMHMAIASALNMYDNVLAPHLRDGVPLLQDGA
BoNT-F LC inh = BoNT/F light chain protease inhibitors, primary screen, biochemical, flow cytometry, MLPCN library | Botulinum neurotoxin type F light chain protease (Clostridium botulinum) | Multiplex microsphere protease cleavage assay | inhibition, % at 10 µM | actives 0.22% (n = 360,000) | AID 588497, 2011; in the data active = inhibition above about 35%, passing the limit was not always enough; inconclusive = no clear call, values can overlap the other calls; note: plate controls were buffer without enzyme for full effect and enzyme alone for no effect
* = called active by the depositor; ? = inconclusive; . = no result given. Cut-off read from the data, not from the text of the source, unless noted: active = inhibition above about 30%; inactive = the rest.

SMILES	PrPC TRFRET	Mtb FBA inh	GDH-TPI inh	BioA inh	BoNT A protease	CCHFV vOTU inh	FadD28 binding	UGM FP inh	BoNT-F LC inh
COc1ccc(S(=O)(=O)Nc2cc(C)ccc2OC)cc1C	6	-1	6	2.5	0.2	6	-3.9	3.3	5
COc1cccc(CC2(CO)CCCN(CC3=Cc4cc(OC)ccc4OC3)C2)c1 (configuration not stated)	-11	3	0	.	1.7	-9	-1.2	-0.2	-2
C[C@@H]1CN(S(=O)(=O)C(C)(C)C)[C@H](CCO)/C1=C\c1ccccc1	-2	-2	4	0.2	-0.3	3	-0.9	.	-7
NCCc1c[nH]c2ccccc12	-2	0	-10	-0.6	0.1	-3	-4.5	-1.2	-7
O=C(CN1C(=O)COc2ccccc21)N1CCCC1	-12	-2	-9	-2.9	-0.4	-6	-3.0	0.8	0
Cc1ccc(S(=O)(=O)N2CCN(Cc3cc(C(C)C)ccc3O)CC2)cc1	0	-9	-4	-4.2	0.4	-3	-2.9	3.1	-6
COc1ccc(CNC(=O)Cn2cc3c(n2)CCCCC3)cc1	-1	0	8	-0.9	-0.2	3	-1.3	2.0	-4
CCCN(CC(=O)Nc1cccc(S(N)(=O)=O)c1)CC(=O)Nc1ccc(F)c(F)c1F	0	-3	14	9.6	-0.8	-1	-4.9	-3.1	-7
c1ccc2c(c1)nc1sccn12	-5	1	-9	.	0.0	-5	0.4	1.1	1
COC(=O)c1c(O)cc(=O)n2c1CCCCC2	3	-1	3	.	0.1	7	-0.6	-2.6	-2
Cc1[nH]nc2ccc(-c3cncc(OC[C@@H](N)Cc4c[nH]c5ccccc45)c3)cc12	.	2	8	-0.7	-0.5	.	-12	.	-28
COc1ccc(/C=N/NC(=O)Cc2csc(Nc3cccc(C(F)(F)F)c3)n2)cc1C	3	0	6	-1.3	0.0	16	-2.6	-3.6	-11
Cc1ccc(C(C)(C)C)c(OCCCn2ccnc2)c1	5	-1	3	.	-0.2	1	-2.9	-1.1	-2
O=C(CCN1CCCCC1)c1ccc2c(c1)OCCO2	-2	-1	13	-3.6	-1.2	7	0.0	0.0	-17
O=[N+]([O-])c1ccc(N2CCCCC2)c(-c2nn[nH]n2)c1	-11	2	6	.	-0.9	6	-0.5	-0.5	-1
Cc1cc(C(F)F)n2ncc(C(=O)NCc3ccccc3C(F)(F)F)c2n1	9	-1	3	1.8	-0.9	1	-0.8	3.2	4
CCC(CC)=C(C#N)C(=O)NC1CCCCC1	6	1	-1	.	0.2	-5	-2.9	-1.6	3
CC1CCCCC12NC(=O)N(CC(=O)c1ccc[nH]1)C2=O (configuration not stated)	5	-1	14	-5.5	0.6	14	-0.4	0.4	-5
CC[C@@H]1Cc2[nH][nH]c(=O)c2[C@@H](c2ccc(Cl)cc2)O1	-3	.	.	.	0.1	0	.	.	-5
Cc1ccc(S(=O)(=O)N2CCOCC2)cc1NC(=O)c1ccc(F)cc1F	-2	0	-6	-1.1	-0.2	-2	-2.1	1.1	0
CC(NC(=O)c1ccco1)C(=O)OCC(=O)N1CCCCCC1 (configuration not stated)	3	-2	-4	-0.8	-2.2	3	-0.5	2.3	-20
CCOC(=O)C1=C(C)Nc2ncnn2C1c1cc(OC)ccc1OC (configuration not stated)	-4	2	-3	-2.4	-0.2	-4	-3.6	-1.0	7
Cc1ccc(S(=O)(=O)N/N=C\c2cc3c(cc2Br)OCO3)cc1	5	42*	8	1.3	-0.4	4	-3.3	2.7	-2
O=C(O)c1ccc(-n2nncc2-c2ccccc2)cc1	-5	2	-2	-3.6	-0.4	4	-0.1	0.1	0
CCc1cc(=O)oc2cc(C)cc(OC(C)C(=O)NC(Cc3c[nH]c4ccc(O)cc34)C(=O)O)c12 (configuration not stated)	9	9	13	-1.2	-0.4	1	0.8	-0.7	-4
The listing continues.
SMILES	PrPC TRFRET	Mtb FBA inh	GDH-TPI inh	BioA inh	BoNT A protease	CCHFV vOTU inh	FadD28 binding	UGM FP inh	BoNT-F LC inh
COc1ccc(N=C2SCC(=O)N2c2ccc(OC)cc2)cc1	-4	5	9	0.3	5.0	6	-0.7	-1.5	34
CCC1=Nc2cc(C(=O)NCC3CCCO3)ccc2Sc2ccc(Cl)cc21 (configuration not stated)	17	0	17	-1.0	0.2	-9	-5.0	-2.6	3
CC(C)Oc1ccc(C(=O)NC(=S)Nc2ccc(CN3CCOCC3)cc2)cc1	9	-2	4	.	0.1	7	-1.7	-2.7	2
CCOC(=O)C1CCCN(C(=O)c2cccc(S(=O)(=O)N(C)c3c(C)n(C)n(-c4ccccc4)c3=O)c2)C1 (configuration not stated)	-7	3	7	0.3	3.6	-3	-1.2	-1.7	9
COc1ccc(CNC(=O)COC(=O)CCc2c[nH]c3ccccc23)cc1	1	3	5	.	0.0	-2	-0.7	-0.5	-5
c1ccc2c(c1)oc1c(N3CCOCC3)ncnc12	-3	1	14	0.9	0.1	5	-0.8	2.2	-2
COc1ccc(-c2nc(CC(=O)O)cs2)cc1	6	15	9	-1.2	0.9	2	0.3	.	?
O=C(/C=C/c1ccc(Cl)c([N+](=O)[O-])c1)Nc1cccnc1	-22	-2	1	14	0.3	11	-5.1	-0.1	-4
O=C(CCNC(=O)N1CCn2c1nc1ccccc12)NCc1ccccc1	-6	-2	-7	-0.6	0.8	7	-3.2	0.5	-3
CC(C)NC(=O)N1CC(c2ccccc2)C(c2ccc(Cl)cc2)=N1 (configuration not stated)	8	17	11	0.2	.	2	-1.9	-3.1	.
O=C(Nc1cc(Cl)ccc1Oc1ccccc1)c1cnccn1	-8	0	6	0.5	-0.3	-4	-0.7	0.8	-7
C(=N\c1nc2ccccc2n1CCN1CCCCC1)/c1ccc2c(c1)OCO2	-3	1	7	-0.9	-1.2	8	-1.6	1.7	-16
Cn1c(SCC(=O)c2ccc(O)c(O)c2)nnc1-c1cccs1	3	-2	9	.	-0.5	-1	-1.4	0.9	0
CCS(=O)(=O)N1CCC(C(=O)NCCc2ccc(OC)c(OC)c2)CC1	10	0	1	-0.7	-0.9	-2	-1.7	0.2	-10
CCCCOc1ccc(Cc2c(O)nc(SC)[nH]c2=O)cc1	-4	2	10	-2.7	0.6	-4	-1.0	1.3	?
CN(C)CCCn1cnc2c(c1=N)C(c1ccccc1)c1ccc3ccccc3c1O2 (configuration not stated)	-19	4	7	0.6	-0.6	-15	-18	-0.2	-12
O/N=C\c1cnc(N2CCN(c3ccccc3)CC2)s1	13	-5	9	0.3	-1.1	-7	.	-2.8	-9
COC(=O)c1cccc(C(=O)N2CCCC(C(=O)c3cc(F)ccc3F)C2)c1 (configuration not stated)	-1	-1	6	.	-0.2	-6	-1.8	-0.5	-10
CCOC(=O)c1ccc(N=Cc2c(O)n(-c3ccc(OC)cc3)c(=S)[nH]c2=O)cc1	16	-1	9	.	-0.5	2	-1.4	-4.6	-2
CCOC(=O)C1=C(C)NC(=O)NC1c1ccc(OC(=O)c2ccco2)c(OC)c1 (configuration not stated)	3	0	5	.	0.1	0	-2.3	0.9	0
CCOc1ccc(NC(=O)C2CCCN(c3c(CC)c(C)nc4ncnn34)C2)cc1 (configuration not stated)	13	0	0	0.6	1.4	14	0.5	-1.3	-16
Cc1ccc(NC(=O)c2c([N+](=O)[O-])c(C(C)(C)C)nn2C)c(C)c1	1	-2	1	.	-0.2	-12	-3.6	-0.7	-5
CC(=O)NS(=O)(=O)c1ccc(NC(=O)CCC(=O)Oc2ccc(C)cc2)cc1	-1	-1	-7	.	-3.5	-16	0.3	-0.7	-17
O=C(CCN1CCCCC1)Nn1c(=S)[nH]c2ccccc2c1=O	-8	1	-5	-0.1	?	1	-4.4	-1.4	-3
O=C(NCc1cccnc1)C1CCN(S(=O)(=O)N2CCC3(CC2)OCCO3)CC1	3	1	4	0.6	-0.4	-12	-0.9	-0.2	3
Next section
SMILES	PrPC TRFRET	Mtb FBA inh	GDH-TPI inh	BioA inh	BoNT A protease	CCHFV vOTU inh	FadD28 binding	UGM FP inh	BoNT-F LC inh
Cn1ccc2c(N3CCOCC3)cc3c(c21)C1CCC3O1 (configuration not stated)	-15	3	.	-1.1	-0.2	0	0.2	.	2
O=C(Nc1nc2c(Br)cc(Br)cc2c(=O)s1)c1ccco1	-2	2	-3	-0.5	.	10	-1.1	-0.1	.
Cc1ccc(C(=O)OCC(=O)Nc2cccc(S(=O)(=O)N3CCCCC3)c2)o1	4	4	3	-2.0	2.0	10	0.0	-0.8	1
O=C(CSc1nnc(-c2ccc(F)cc2)o1)N1CCCC1	6	-1	-12	0.0	0.2	-15	-3.0	-3.1	-5
COc1cc(/C=N\NC(=O)c2ccc(C)nc2)ccc1OC(=O)c1cccc(F)c1	11	3	5	-0.6	-1.2	13	-2.6	3.4	-7
Cc1ccc(NC(=O)c2ccc(Cl)c(S(=O)(=O)N3CCCC3)c2)nc1	12	0	-8	1.1	-0.5	10	-1.9	0.2	-5
COc1ccc(CCNC(=O)c2ccc(CS(=O)(=O)c3ccc(Cl)cc3)o2)cc1OC	12	1	2	-0.2	4.6	-11	-4.6	1.5	2
CCn1nc(CC(=O)Nc2nnc(CC(=O)N3CCCC3)s2)c2ccccc2c1=O	5	0	10	-1.6	0.2	-1	-0.5	0.2	4
CC1(C(=O)Nc2ccccc2F)CCN1C(=O)Cc1ccc(-c2ccccc2)cc1 (configuration not stated)	-5	-1	9	-1.2	0.0	9	-1.1	.	-6
COCCNC(=O)C1(C)CCCN(C(=O)c2cc(OC)c(OC)c(OC)c2)C1 (configuration not stated)	-6	1	10	-1.2	-0.4	0	-0.9	.	-2
COc1cccc(NC(=O)COc2cc(O)c3c(c2)OC(C)(C)CC3=O)c1	5	1	15	-0.1	-0.4	-3	0.7	1.1	-2
CCC/C(O)=C1\C(=O)CC(c2ccccc2)CC1=NC(C)C(=O)O (configuration not stated)	0	-2	1	-1.4	-0.2	-9	-4.4	0.2	-2
O=C(OCc1cncs1)c1ccccc1Cl	-5	-7	-10	-0.7	-0.3	-11	-0.5	1.0	3
COc1ccc(N=C2SC(CC(=O)Nc3ccc(OC)cc3OC)C(=O)N2C)cc1 (configuration not stated)	-2	2	-8	0.1	3.2	-1	2.9	-0.3	5
Cc1ccc(NC(=O)C(C)OC(=O)c2n[nH]c3ccccc23)cc1 (configuration not stated)	2	0	-2	-0.6	-2.0	-6	-4.7	0.2	?
CCCCNC(=O)CN(c1cccc(F)c1)S(C)(=O)=O	-2	-2	-1	-4.5	-1.2	4	-0.2	0.3	-22
COc1cc(NC(=O)CN2CCN(CC(=O)Nc3ccccc3OC)CC2)cc(OC)c1	-10	-1	3	-1.7	-0.1	4	1.5	0.8	-10
O=C(NC(=S)Nc1ccccn1)c1cncc(Br)c1	0	2	-11	.	-0.6	-9	-3.3	-0.5	-4
CCOc1cccc(C(c2c(C)n(C)n(-c3ccccc3)c2=O)c2c(C)n(C)n(-c3ccccc3)c2=O)c1OC	-2	-5	-1	1.3	-1.6	-4	-3.3	-0.3	7

Taken from the listing for reference:
SMILES	PrPC TRFRET	Mtb FBA inh	GDH-TPI inh	BioA inh	BoNT A protease	CCHFV vOTU inh	FadD28 binding	UGM FP inh	BoNT-F LC inh
COc1ccc(CCNC(=O)c2ccc(CS(=O)(=O)c3ccc(Cl)cc3)o2)cc1OC	12	1	2	-0.2	4.6	-11	-4.6	1.5	2
CCn1nc(CC(=O)Nc2nnc(CC(=O)N3CCCC3)s2)c2ccccc2c1=O	5	0	10	-1.6	0.2	-1	-0.5	0.2	4
CC1(C(=O)Nc2ccccc2F)CCN1C(=O)Cc1ccc(-c2ccccc2)cc1 (configuration not stated)	-5	-1	9	-1.2	0.0	9	-1.1	.	-6

High-throughput results as filed in PubChem.
